Screens from PubChem BioAssay.
SENP6 block = SENP6 protease inhibitors, primary screen, biochemical, luminescence, uHTS | Sentrin-specific protease 6 (Homo sapiens), Q9GZR1 | Recombinant SENP6 catalytic domain, aminoluciferin luminescence | inhibition, % at 10 µM | hit rate 1.8% among 330,000 | AID 2599, 2010;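 active means inhibition above about 50% at the single tested dose, limit read from the data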;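 further: plate controls were DMSO wells with enzyme for no effect and DMSO wells lacking enzyme for full effect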
Target sequence (Q9GZR1 628-1112 limits assumed): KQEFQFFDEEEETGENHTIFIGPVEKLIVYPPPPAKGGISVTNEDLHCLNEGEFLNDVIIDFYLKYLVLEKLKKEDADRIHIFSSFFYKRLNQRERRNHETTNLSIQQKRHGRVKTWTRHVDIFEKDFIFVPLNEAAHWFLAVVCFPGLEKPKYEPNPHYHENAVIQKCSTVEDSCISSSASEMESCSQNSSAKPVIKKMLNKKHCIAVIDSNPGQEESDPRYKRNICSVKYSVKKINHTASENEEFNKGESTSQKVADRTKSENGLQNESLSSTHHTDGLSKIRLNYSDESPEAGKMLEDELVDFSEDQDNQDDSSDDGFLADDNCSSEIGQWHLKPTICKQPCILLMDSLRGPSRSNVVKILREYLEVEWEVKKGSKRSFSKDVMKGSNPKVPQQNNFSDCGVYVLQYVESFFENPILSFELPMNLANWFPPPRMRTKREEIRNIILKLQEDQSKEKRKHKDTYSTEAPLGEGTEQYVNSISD
PfGluPho inh = PfG6PD enzyme inhibitors, primary screen, biochemical, fluorescence intensity, uHTS | glucose-6-phosphate dehydrogenase-6-phosphogluconolactonase (Plasmodium falciparum 3D7) | PfGluPho enzyme, NADPH resazurin-diaphorase fluorescence | inhibition, % at 20 µM | hit rate 0.78% among 350,000;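 active means inhibition reaching at least a set limit at 20 µM in the primary screen, cut at about 59% in these data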;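 further: 0% = DMSO wells with substrate and 100% = DMSO wells lacking glucose-6-phosphate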
SENP1 inh = human SENP1 catalytic domain inhibitors, primary screen, biochemical, FRET, uHTS; inhibition, % at 10 µM; hit rate 0.21% among 360,000; AID 624204, 2012; Sentrin-specific protease 1 (Homo sapiens), Q9P0U3; recombinant SENP1 catalytic domain, CyPet-SUMO1-YPet FRET cleavage;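 active means inhibition at least 30% at 10 µM, raw YFP signal under a set limit, fluorescence ratio 0.5 to 1.5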;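 further: 0% = enzyme with DMSO and 100% = no enzyme wells; some results filed as inactive read as strong as hits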
Target sequence (Q9P0U3 419-644 limits assumed): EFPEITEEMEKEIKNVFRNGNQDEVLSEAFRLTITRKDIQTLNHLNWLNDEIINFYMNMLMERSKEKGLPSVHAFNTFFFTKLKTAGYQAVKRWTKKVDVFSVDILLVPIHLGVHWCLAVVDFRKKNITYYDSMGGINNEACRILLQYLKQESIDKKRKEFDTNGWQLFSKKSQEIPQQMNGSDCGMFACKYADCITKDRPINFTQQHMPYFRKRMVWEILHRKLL
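Controls: no-enzyme wells low, DMSO-plus-enzyme wells high control. Test system: human recombinant His6-tagged SENP1 catalytic domain enzyme. Reagent: SFCypet-SUMO1-SFYpet FRET protein substrate, 25 nM final. Doses: one dose per compound, 10 µM, 0.5% DMSO. Detection: FRET, CFP and YFP emission. Timing: 50 min reaction at room temperature.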
SENP8 block-1 = SENP8 protease inhibitors, primary screen, biochemical, luminescence; purified SENP8, Z-RLRGG-aminoluciferin cleavage; inhibition, % at 10 µM; hit rate 1.2% among 330,000; AID 2540, 2010; in the data active means inhibition above about 50%
SENP7 inh = SENP7 protease inhibitors, primary screen, biochemical, luminescence, uHTS; Sentrin-specific protease 7 (Homo sapiens), Q9BQF6; recombinant SENP7, Z-RLRGG-aminoluciferin luminescence, 40 min; inhibition, % at 5 µM; hit rate 1.5% among 330,000;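 active means inhibition above about 50% at the single test dose, limit read from the data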;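 further: plate controls were DMSO with enzyme for no effect and no enzyme buffer wells for full effect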
Target sequence (Q9BQF6 706-1050 limits assumed): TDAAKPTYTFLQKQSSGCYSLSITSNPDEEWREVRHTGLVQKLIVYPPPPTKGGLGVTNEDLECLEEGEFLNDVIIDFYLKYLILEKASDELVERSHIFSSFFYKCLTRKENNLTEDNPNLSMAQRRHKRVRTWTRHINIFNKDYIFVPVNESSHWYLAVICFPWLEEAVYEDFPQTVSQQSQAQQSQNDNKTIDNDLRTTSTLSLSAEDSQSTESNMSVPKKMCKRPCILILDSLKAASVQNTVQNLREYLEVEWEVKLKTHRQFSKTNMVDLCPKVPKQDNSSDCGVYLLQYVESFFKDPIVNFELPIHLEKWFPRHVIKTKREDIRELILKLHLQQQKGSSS
SENP8 block-2 = human SENP8 protease inhibitors, primary screen, biochemical, fluorescence, Nedd8 protein substrate, uHTS; hit rate 0.64% among 360,000; Sentrin-specific protease 8 (Homo sapiens), Q96LD8; recombinant SENP8; inhibition, % at 20 µM; AID 602440, 2012; in the data active means inhibition mostly above about 40%, no sharp cut-off; inactive means mostly below about 27%
NALP3 yeast inh = NALP3 inflammasome inhibitors in reconstituted yeast, primary screen, luminescence, uHTS; hit rate 0.39% among 330,000; inhibition, % at 10 µM; Yeast reconstituted NLRP3/ASC/caspase-1, beta-gal luminescence, 24 h; AID 2825, 2010;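 active means inhibition of 50% or more; inactive means inhibition below 50%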;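 further: plate controls were induced DMSO wells for no effect and uninduced yeast grown without galactose for full effect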
HKDC1 inhibitor = HKDC1 hexokinase inhibitors, primary screen, biochemical, fluorescence, uHTS. Q2TB90. recombinant HKDC1, G6PDH/diaphorase resazurin coupled fluorescence. inhibition, % at 20 µM. hit rate 0.16% among 340,000. AID 493160, 2011;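 active means inhibition above about 35% when tested at 20 µM, limit read from the data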;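 further: plate controls were DMSO wells with enzyme for no effect and DMSO wells lacking enzyme for full effect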
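test system = in-house recombinant HK5 (HKDC1) enzyme | amount = HKDC1 at 5 µg/mL | control set = DMSO-enzyme wells negative, buffer-substituted wells positive | compound = one dose of 20 µM, 1% DMSO | schedule = reaction time 90 min, room temperature, protected from light | technique = resorufin fluorescence at 613 nm | reagent = glucose with 1 mM ATP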
Apaf-1 inh = inhibitors of human Apaf-1 apoptosome, primary screen, biochemical, DEVD-Rh110 fluorescence, uHTS; reconstituted apoptosome caspase-3 activity; inhibition, % at 20 µM; hit rate 0.71% among 330,000; active means inhibition of at least 40% at 20 µM;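 further: plate controls were DMSO wells for no effect and DEVD-CHO caspase inhibitor wells for full effect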
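Material: reconstituted apoptosome with Apaf-1, cytochrome c, caspase-9, procaspase-3, dATP. Technique: Rh110 fluorescence intensity. Buffer or medium: pH 7.5 Hepes buffer with CHAPS, BSA, DTT. Times: 30 min plus 50 min, RT.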
Active calls of the source: *; x = no result given.

Values run as follows: SENP6 block	PfGluPho inh	SENP1 inh	SENP8 block-1	SENP7 inh	SENP8 block-2	NALP3 yeast inh	HKDC1 inhibitor	Apaf-1 inh
C#CCOCCOCCOCCNc1nc(N2CCN(C(=O)Cn3cc(CCO)nn3)CC2)nc(N2CCN(C(=O)Cn3cc(CC(C)O)nn3)CC2)n1 (stereo unspecified)
 : x	-4	2	x	x	19	x	-7	x
CCCCOn1c(C)c(C(=O)OCC)c2c3no[n+]([O-])c3ccc21
 : -3	6	1	-6	-1	7	4	-4	20
CCN1C(C)=C(C)S/C1=C1\SC(=S)N(C2CCCCC2)C1=O
 : -2	28	-23	-5	-9	21	2	-8	20
O=C(NCCN1CCOCC1)c1sc2cc(Cl)ccc2c1Cl
 : -15	9	-3	2	6	-2	27	-1	6
O=C(c1ccccc1)N1N=C(c2ccccc2O)CC1c1ccccc1 (stereo unspecified)
 : -17	7	0	0	0	17	17	-3	12
CC(C)(C)OC(=O)N1CCC(c2c(C(=O)NC3CC3)cnn2-c2ccc(Cl)cc2)CC1
 : -3	-3	-5	9	7	1	14	-1	-5
CCN(CC)C(=O)c1sc(NC(=O)c2cccc([N+](=O)[O-])c2)c(C#N)c1C
 : -9	-6	-1	-9	3	15	3	-6	1
CN(c1ccccc1)S(=O)(=O)c1ccc2ccccc2c1
 : -8	-32	1	-1	-4	1	4	8	-4
COc1ccc2nc(NC(=O)Cn3cnc4ccccc4c3=O)sc2c1
 : -7	-6	-6	-1	-6	-44	-15	-4	-6
Cc1cccc(-c2nc3cc(NC(=O)C4CCCO4)ccc3o2)c1 (stereo unspecified)
 : x	4	-2	x	x	-410	x	9	x
Cc1ccc(-n2c(SCc3ccc(C#N)cc3)nnc2-c2ccccn2)cc1
 : -3	9	0	0	8	20	16	-1	16
CCN(CC(=O)NCc1cccs1)C(=O)c1cccc(S(=O)(=O)Nc2ccc(OC)cc2)c1
 : -18	-16	4	-6	7	5	14	-1	7
COc1cccc(CN2CC(C(=O)N3CCN(c4ccc(Cl)cc4)CC3)CCC2=O)c1 (stereo unspecified)
 : 1	2	0	3	5	-4	-18	-3	8
Cc1cc(C)c(C)c(OCC(=O)NCc2nc(-c3ccccc3)no2)c1
 : -5	14	-2	-5	0	7	22	-3	10
Cn1[nH]c(C(F)(F)F)c(C=Nc2ccc(Cl)cc2)c1=O
 : -11	1	0	-8	-10	4	4	-7	3
CCCCNC(=O)c1cc2c(-c3ccc(Cl)cc3)nn(C)c2s1
 : -4	-1	-2	3	1	-247	10	1	8
CCSc1nnc(NC(=O)CCNS(=O)(=O)c2cc(Br)cnc2N)s1
 : -8	-4	-2	4	-2	-31	12	6	6
COc1ccc(OC)c(NC(=O)C2CCN(C(=O)c3cccs3)CC2)c1
 : 9	5	3	-2	-2	4	4	3	-6
CCc1cccc(C)c1NC(=O)Nc1ccc2c(c1)OCO2
 : 6	5	-21	1	-1	11	7	-8	-9
CC1CCN(C(=O)CCc2nnc3ccc(N4CCC5(CC4)OCCO5)nn23)CC1
 : -22	-5	1	-10	4	0	3	-2	-1
CCOC(=O)c1c(-c2ccccc2)[nH]c2ccc(O)cc12
 : -15	5	2	-5	0	-473	11	1	0
O=C(c1cc([N+](=O)[O-])ccc1N1CCOCC1)N1CCCC1
 : -3	6	3	1	2	21	9	11	-5
O=C1C(=O)N(CCN2CCOCC2)C(c2ccccc2F)/C1=C(\O)c1ccc(S(=O)(=O)N2CCOCC2)cc1 (stereo unspecified)
 : -2	-12	2	-7	-6	-24	-15	-5	1
O=C(Nc1nc2cc3c(cc2s1)OCCO3)C1CCCCC1
 : 27	27	0	-3	19	8	32	2	25
CCCCN(C(=O)c1ccc2c(c1)OCO2)c1c(N)n(CC(C)C)c(=O)[nH]c1=O
 : -13	8	-1	-5	6	6	13	-6	-5
Cc1ccccc1N1CCN(C2CCCN(C(=O)c3ccccn3)C2)CC1 (stereo unspecified)
 : -17	0	1	-7	-8	13	13	-4	8
O=C(Nc1ccc(-c2csc(Nc3ccccc3)n2)cc1)c1cc([N+](=O)[O-])cc(C(F)(F)F)c1
 : -11	10	1	-1	2	29	23	-1	-5
COc1ccc(C(=O)CSc2n[nH]c(-c3ccco3)n2)cc1
 : -9	-20	0	-5	-7	12	16	5	16
COc1ccccc1C(=O)Nc1cccc(C(=O)c2ccccc2)c1
 : 8	13	0	-7	10	20	33	7	9
O=C(Cn1c(NCCO)nc2ccccc21)c1ccc(Cl)cc1
 : 16	3	-1	-1	2	26	19	4	4
Cc1ccc(S(=O)(=O)N2CCCC2C(=O)Oc2ccccc2)cc1 (stereo unspecified)
 : 22	5	0	0	4	11	10	-5	6
O=C(O)COc1ccccc1Cc1ccccc1
 : 2	-17	-10	4	2	-1	1	-4	1
Cc1ccc(S(=O)(=O)N2CCC[C@H]2C(=O)OCCN2C(=O)c3ccccc3C2=O)cc1
 : -5	-2	1	5	-7	17	17	-3	9
O=C(CC(=O)c1c(F)cccc1Cl)c1ccccc1O
 : -10	-15	4	-4	-14	-76	51*	-4	14
CN(C)CCCNS(=O)(=O)c1cc(Cl)ccc1Cl
 : 0	1	0	0	10	6	-7	-9	-5
CCOC(=O)c1ccccc1NC(=O)c1ccccc1N(C)S(C)(=O)=O
 : 19	4	1	1	0	19	21	-10	-5
Cc1c(NC(=O)Nc2cccs2)cccc1[N+](=O)[O-]
 : 4	-8	0	7	8	6	-1	-7	2
COCC(=O)N(Cc1cc2ccccc2[nH]c1=O)c1ccc(OC)cc1
 : -22	0	2	0	-2	-20	20	-1	-13
O=C(NNC(=O)c1ccccc1OCc1ccccc1)c1ccccc1O
 : -7	90*	3	-18	-11	-43	18	-6	1
COc1ccc(S(=O)(=O)N2CCN(C(=O)CN3C(=O)NC(C)(c4ccc5ccccc5c4)C3=O)CC2)cc1 (stereo unspecified)
 : -8	-5	-18	6	1	-10	8	5	12
CCOc1ccccc1N1CCN(C(=O)COc2ccc3c(C)cc(=O)oc3c2)CC1
 : -22	-1	-1	-6	-7	-233	-5	-5	14
CC(=O)N1CCN(c2ccccc2NC(=O)c2ccc(C#N)cc2F)CC1
 : -3	6	0	-4	2	14	10	-6	-3
COc1ccc2nc(SCC(=O)NC3CCCCC3)[nH]c2c1
 : -19	-7	-1	-2	9	8	12	-4	2
Cc1c(NC(=O)CCc2ccc(S(=O)(=O)N3CCOCC3)cc2)c(=O)n(-c2ccccc2)n1C
 : x	-7	0	x	x	26	x	-1	x
COc1ccccc1NC(=O)CN(C)S(=O)(=O)c1ccc2c(c1)CCC(=O)N2
 : -28	-9	0	-9	-10	12	9	-3	7
CC(=O)Nc1ccc(NC2=Nc3ccccc3N3C2=Nc2c(c(C)nn2-c2ccccc2)C3c2ccccc2)cc1 (stereo unspecified)
 : 12	12	-22	8	0	-445	10	-1	8
C[C@H]([C@H](O)c1ccccc1)N(C)C(=O)CN
 : -9	-7	1	-1	4	12	-3	-4	-7
CCc1cc2c(=O)c(-c3nc4ccccc4n3C)coc2c(CN2CCOCC2)c1O
 : -17	-4	0	-7	-3	-233	-6	-4	-7
O=C(Cc1ccccc1)N1CCN(S(=O)(=O)c2ccc([N+](=O)[O-])cc2)CC1
 : -14	6	1	-4	1	15	20	-3	2
CCn1ncc([N+](=O)[O-])c1C(=O)Nc1ccc(C(=O)N2CCCCC2)cc1
 : 13	-5	-1	6	3	14	9	-8	-6
CC(=O)Nc1ccc(NC(=O)CCn2cnnn2)cc1
 : -8	3	1	-6	-5	27	-1	0	-3
COC(=O)CSc1nnc(C)n1-c1ccc(C)cc1
 : -5	10	3	1	-4	24	22	-7	-5
CN(CC1CCCN(CCc2ccc(Cl)cc2)C1)C(=O)CC(F)(F)F (stereo unspecified)
 : -5	1	-3	-3	8	13	13	-1	-19
CCCOc1ccc(/C(O)=C2/C(=O)C(=O)N(CCCn3ccnc3)C2c2cccs2)cc1 (stereo unspecified)
 : 5	-3	0	-3	-3	9	0	-2	13
Nc1cc(N)nc(SCc2ccccc2)n1
 : 4	-6	0	-5	-1	20	-3	-6	5

An excerpt taken from the entries so far:
Values run as follows: SENP6 block	PfGluPho inh	SENP1 inh	SENP8 block-1	SENP7 inh	SENP8 block-2	NALP3 yeast inh	HKDC1 inhibitor	Apaf-1 inh
CC(=O)N1CCN(c2ccccc2NC(=O)c2ccc(C#N)cc2F)CC1
 : -3	6	0	-4	2	14	10	-6	-3
COc1ccc2nc(SCC(=O)NC3CCCCC3)[nH]c2c1
 : -19	-7	-1	-2	9	8	12	-4	2
Cc1c(NC(=O)CCc2ccc(S(=O)(=O)N3CCOCC3)cc2)c(=O)n(-c2ccccc2)n1C
 : x	-7	0	x	x	26	x	-1	x
COc1ccccc1NC(=O)CN(C)S(=O)(=O)c1ccc2c(c1)CCC(=O)N2
 : -28	-9	0	-9	-10	12	9	-3	7
CC(=O)Nc1ccc(NC2=Nc3ccccc3N3C2=Nc2c(c(C)nn2-c2ccccc2)C3c2ccccc2)cc1 (stereo unspecified)
 : 12	12	-22	8	0	-445	10	-1	8
C[C@H]([C@H](O)c1ccccc1)N(C)C(=O)CN
 : -9	-7	1	-1	4	12	-3	-4	-7
CCc1cc2c(=O)c(-c3nc4ccccc4n3C)coc2c(CN2CCOCC2)c1O
 : -17	-4	0	-7	-3	-233	-6	-4	-7
O=C(Cc1ccccc1)N1CCN(S(=O)(=O)c2ccc([N+](=O)[O-])cc2)CC1
 : -14	6	1	-4	1	15	20	-3	2
CCn1ncc([N+](=O)[O-])c1C(=O)Nc1ccc(C(=O)N2CCCCC2)cc1
 : 13	-5	-1	6	3	14	9	-8	-6
CC(=O)Nc1ccc(NC(=O)CCn2cnnn2)cc1
 : -8	3	1	-6	-5	27	-1	0	-3
COC(=O)CSc1nnc(C)n1-c1ccc(C)cc1
 : -5	10	3	1	-4	24	22	-7	-5
CN(CC1CCCN(CCc2ccc(Cl)cc2)C1)C(=O)CC(F)(F)F (stereo unspecified)
 : -5	1	-3	-3	8	13	13	-1	-19
CCCOc1ccc(/C(O)=C2/C(=O)C(=O)N(CCCn3ccnc3)C2c2cccs2)cc1 (stereo unspecified)
 : 5	-3	0	-3	-3	9	0	-2	13
